Source: PubChem
E coli Lon inh: inhibitors of E. coli Lon protease, primary screen, biochemical, fluorescence polarization; purified E. coli Lon protease; AID 602123, 2011; P0A9M0; 0.42% of 360,000 active; inhibition, % at 7.94 µM; in the data active = inhibition above about 13%, passing the limit was not always enough;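 note: 0% = enzyme with probe and DMSO and 100% = no enzyme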
STEP inh: STEP phosphatase inhibitors, primary screen, biochemical, fluorescence intensity, uHTS; Tyrosine-protein phosphatase non-receptor type 5 (Homo sapiens), P54829; recombinant STEP, OMFP fluorogenic substrate; inhibition, % at 20 µM; 0.25% of 360,000 active; AID 588621, 2011;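 active = inhibition at 20 µM, scaled per plate between control wells, above about 37%, limit read from the data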;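 note: 0% = DMSO with enzyme and substrate and 100% = substrate only without enzyme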
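material = STEP tyrosine phosphatase | reagent = fluorogenic phosphatase substrate OMFP at 25 µM final | doses = single compound dose of 20 µM, 1% DMSO final | schedule = 20 min reaction, room temperature, in the dark | measured by = fluorescence, 480/540 nm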
LMPTP block: LMPTP phosphatase inhibitors, primary screen, biochemical, fluorescence intensity, uHTS | recombinant LMPTP-A, OMFP fluorogenic substrate | AID 651560, 2012 | 0.22% of 360,000 active | Low molecular weight phosphotyrosine protein phosphatase (Homo sapiens), P24666 | inhibition, % at 20 µM;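 active = compounds that cut the enzyme signal by at least half of the control window in the single-dose screen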;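 note: plate controls were DMSO wells with enzyme plus substrate for no effect and substrate without enzyme for full effect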
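Test system: LMPTP-A phosphatase enzyme. Amount: LMPTP-A at 0.625 nM final in the reaction. Reagent: OMFP substrate, 400 µM final. Times: 50 min at room temperature. Signal: endpoint fluorescence intensity from OMFP dephosphorylation. Read-out basis: % inhibition. Benchmarks: no-enzyme and uninhibited controls.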
CendR NRP1 mod: modulators of CendR peptide binding to NRP-1, primary screen, biochemical, fluorescence polarization, uHTS. Neuropilin-1 (Homo sapiens), O14786. inhibition, % at 25 µM. FAM-RPARPAR peptide binding to NRP-1. AID 602438, 2012. 0.85% of 360,000 active;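 active = inhibition or corrected inhibition above about 18%, plus a signal ratio from 0.5 to 1.5, limit read from the data, passing the limit was not always enough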; note: strong numbers were not always called active
Target sequence (O14786 whole entry, looked up): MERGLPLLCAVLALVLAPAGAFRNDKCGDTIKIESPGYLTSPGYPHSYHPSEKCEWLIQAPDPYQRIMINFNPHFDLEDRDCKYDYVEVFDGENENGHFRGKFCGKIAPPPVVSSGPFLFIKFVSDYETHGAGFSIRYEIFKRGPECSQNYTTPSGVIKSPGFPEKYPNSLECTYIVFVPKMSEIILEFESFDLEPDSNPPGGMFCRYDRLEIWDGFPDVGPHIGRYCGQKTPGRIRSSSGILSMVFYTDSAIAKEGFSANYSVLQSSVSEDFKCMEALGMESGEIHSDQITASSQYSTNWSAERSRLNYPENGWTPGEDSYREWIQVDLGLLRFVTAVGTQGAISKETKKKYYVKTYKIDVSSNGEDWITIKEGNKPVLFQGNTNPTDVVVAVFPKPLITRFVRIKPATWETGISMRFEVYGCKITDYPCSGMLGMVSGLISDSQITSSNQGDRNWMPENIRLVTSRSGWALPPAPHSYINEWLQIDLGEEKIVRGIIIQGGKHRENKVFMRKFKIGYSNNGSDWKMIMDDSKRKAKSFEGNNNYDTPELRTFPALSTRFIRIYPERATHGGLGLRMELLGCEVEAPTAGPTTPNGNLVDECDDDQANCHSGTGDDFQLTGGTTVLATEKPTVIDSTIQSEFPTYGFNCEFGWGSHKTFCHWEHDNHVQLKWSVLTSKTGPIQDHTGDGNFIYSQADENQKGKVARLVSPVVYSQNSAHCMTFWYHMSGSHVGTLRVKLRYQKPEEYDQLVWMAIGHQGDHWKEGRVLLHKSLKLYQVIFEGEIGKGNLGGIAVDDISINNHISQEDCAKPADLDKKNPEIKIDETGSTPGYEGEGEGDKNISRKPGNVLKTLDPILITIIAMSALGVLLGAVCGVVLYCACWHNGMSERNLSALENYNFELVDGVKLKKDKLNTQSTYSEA
MsrA inh: bovine MsrA enzyme inhibitors, primary screen, biochemical, absorbance, HTS; 0.75% of 360,000 active; purified bovine MsrA, absorbance read-out; inhibition, % at 15.5 µM; AID 651718, 2012; in the data active = inhibition above about 4.5%;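 note: 0% = vehicle wells with enzyme and 100% = reference inhibitor wells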
TbMetRS inhib: T. brucei MetRS inhibitors, primary screen, biochemical, luminescence. methionyl-tRNA synthetase (Trypanosoma brucei brucei). inhibition, % at 11.9 µM. 0.4% of 360,000 active. purified T. brucei MetRS, ATP depletion, Kinase-Glo luminescence;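 active = inhibition above a per-plate cutoff of the control wells' mean inhibition plus 3 SD, cut at about 5.5% in these data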;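 note: 0% = DMSO wells median and 100% = median of wells with control inhibitor compound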
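Dosing: 11.9 µM single point; system: parasite MetRS enzyme; technique: luminescence of leftover ATP; times: 15 min enzyme-compound preincubation, 2 h reaction, 10 min detection, 25 °C; replicates: each compound tested once; read-out basis: percent inhibition relative to median high and low control wells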
SUMO1-SIM PPI: modulators of SUMO1 protein-protein interactions, primary screen, biochemical, uHTS. inhibition, % at 20 µM. SUMO1 binding to a labelled peptide, TR-FRET, 1 h. 0.33% of 360,000 active; in the data active = inhibition above about 37%
Target sequence (P63165 whole entry, looked up): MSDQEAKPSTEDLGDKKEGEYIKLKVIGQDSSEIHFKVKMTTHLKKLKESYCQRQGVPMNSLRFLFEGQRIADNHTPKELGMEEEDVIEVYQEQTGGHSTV
MsrA act: bovine MsrA enzyme activators, primary screen, biochemical, absorbance, HTS; Methionine sulfoxide reductase A (Bos taurus); purified bovine MsrA, absorbance read-out; activation, % at 10.6 µM; 0.3% of 360,000 active; AID 602163, 2012; in the data active = activation above about 7.5%;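 note: 0% = vehicle and 100% = reference activator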
DNMT1 block: human DNMT1 methyltransferase inhibitors, primary screen, biochemical, molecular beacon, fluorescence, HinP1I cleavage, uHTS | DNA (cytosine-5)-methyltransferase 1 (Homo sapiens), P26358 | inhibition (reported as % activation of signal), % at 10 µM | 0.83% of 360,000 active | AID 588458, 2011; in the data active = inhibition above about 50%
Scp-1 inhibitor: Scp-1 phosphatase inhibitors, primary screen, biochemical, colorimetric, uHTS. Carboxy-terminal domain RNA polymerase II polypeptide A small phosphatase 1 (Homo …. Recombinant Scp1, phosphopeptide, malachite green phosphate absorbance. inhibition, % at 20 µM. 0.88% of 340,000 active. AID 493091, 2011;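 active = inhibition above about 50% at 20 µM, limit read from the data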;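 note: plate controls were DMSO wells with enzyme for no effect and wells lacking enzyme for full effect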
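System: truncated SCP-1 phosphatase (76-261aa); medium: Tris acetate buffer pH 5.5 with MgCl2 and Tween-20; incubation: 45 min room-temperature reaction, 5 min colour, 30 min stabiliser; compound: single 20 µM dose, 1% DMSO; reagent: Phosphorylated 17-residue peptide substrate; read-out: % inhibition at 20 µM; technique: colorimetric free-phosphate detection, absorbance 630 nm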
An asterisk follows results filed as active; · = not tested or not shown.

SMILES	E coli Lon inh	STEP inh	LMPTP block	CendR NRP1 mod	MsrA inh	TbMetRS inhib	SUMO1-SIM PPI	MsrA act	DNMT1 block	Scp-1 inhibitor
CCOc1ccc(NC(=O)N(C2CCCCC2)C(C)c2ccncc2)cc1 (stereo not drawn)	-5	4	-0.6	-6	-0.3	-1.0	1	-5	0	5
COc1ccc(N2CCN(CC(=O)Nc3ccc(-n4cnnn4)cc3)CC2)cc1	10	-2	0.0	-12	0.2	-0.3	-4	0	0	0
CCOC(=O)c1sc(=NC(=O)CCSc2ccccc2)n(C)c1C	-3	2	-0.8	8	-2.3	0.5	-17	2	2	-9
O=[N+]([O-])c1ccc(CN2CCN(c3ccccc3)CC2)o1	-2	2	-1.4	28*	1.2	-0.4	-28	-1	-2	8
CC(C)C[C@@H](CO)N1CCN(CCc2ccccc2)CCC1=O	0	-2	-0.4	2	0.6	0.8	1	0	6	-8
CCNC(=O)N1CCOCC1	3	0	0.4	4	-0.7	-1.4	-4	-10	3	6
COc1cc(C=C(c2nc3ccccc3s2)c2nc3ccccc3s2)ccc1O	-22	-7	3.8	-41	1.6	-0.1	-14	5	-26	-10
Cc1sc(NC(=O)c2cccs2)c(C(=O)OC(C)C)c1C	-7	3	1.7	3	-0.2	-1.2	0	6	-7	-8
CCNS(=O)(=O)c1ccc(CCC(=O)N2CCCC2)cc1	5	1	-1.3	7	1.4	-0.4	0	-1	8	-5
CCN(CC(=O)Nc1ccc2c(c1)OCCO2)C(=O)c1cc(Cl)nc2ccccc12	4	2	-0.1	10	1.1	-0.1	-3	-2	2	-5
CCN1CCN(c2nc(Nc3cccc(OC)c3)nc(N)c2[N+](=O)[O-])CC1	7	-4	1.6	0	3.1	-0.5	-10	-1	-5	-10
COc1ccc(-c2nnc(SC(C)C(=O)NNC(=O)c3ccc(C)cc3)o2)cc1 (stereo not drawn)	1	-3	-1.9	5	-0.9	-0.2	-2	-5	1	-6
CC(C)(C)c1ccc(/C=N/NC(=O)C2CCCC2)cc1	-3	-2	1.6	8	-0.3	-0.2	-7	-2	77*	-2
O=NN(CCCl)C(=O)NCCc1cccc[n+]1[O-]	1	0	0.0	-1	-1.0	0.1	-4	1	3	·
COc1ccc(S(=O)(=O)Nc2ccccc2OC)cc1NC(=O)CC1CC2CCC1C2 (stereo not drawn)	-4	0	2.0	-8	-0.1	0.0	4	-3	-5	-14
CCC(C)(C)N(C(=O)CCC(=O)Nc1cc(C)on1)C(C(=O)NC(C)(C)C)c1ccc(OC)cc1 (stereo not drawn)	-2	0	-0.9	6	-0.3	-0.6	-1	1	3	-4
O=C(C1CCN(CCCc2ccccc2)CC1)N(CCc1ccccc1)Cc1ccccc1	3	0	-0.9	7	-0.9	-0.4	0	-10	4	7
COC(=O)c1c(N)[nH]c(C(=O)c2ccccc2)c1-c1ccc(Cl)cc1	-8	·	1.1	2	-0.6	0.1	21	-1	·	·
O=C(CCC(=O)N1CCCCC1)Nc1ccc(Cl)c(Cl)c1	-4	1	-1.3	6	1.2	0.0	-2	-7	2	-2
Cc1ccc(F)cc1NC(=O)Cc1ncc(C(F)(F)F)cc1Cl	1	2	0.6	-7	1.0	-0.4	-2	-3	3	-2

Looked up one by one from the entries so far (2):
SMILES	E coli Lon inh	STEP inh	LMPTP block	CendR NRP1 mod	MsrA inh	TbMetRS inhib	SUMO1-SIM PPI	MsrA act	DNMT1 block	Scp-1 inhibitor
CCOC(=O)c1sc(=NC(=O)CCSc2ccccc2)n(C)c1C	-3	2	-0.8	8	-2.3	0.5	-17	2	2	-9
CCNC(=O)N1CCOCC1	3	0	0.4	4	-0.7	-1.4	-4	-10	3	6

(list continues)
SMILES	E coli Lon inh	STEP inh	LMPTP block	CendR NRP1 mod	MsrA inh	TbMetRS inhib	SUMO1-SIM PPI	MsrA act	DNMT1 block	Scp-1 inhibitor
COc1ccccc1CNC(=O)COC(=O)c1n[nH]c2ccccc12	10	-5	-1.2	-7	-0.5	-0.6	2	-1	-2	-1
O=C(C1CCC1)N1CCN(c2cccc(C(F)(F)F)c2)CC1	-16	-2	-0.8	8	-1.6	0.3	1	0	1	-10
O=C(NCCN1C(=O)S/C(=C\c2cccs2)C1=O)c1ccco1	-3	-2	-0.1	17	-0.8	0.6	-1	-3	0	-9
CCCCc1nc(N2CCOCC2)c(C#N)c2c1COC(C)(C)C2	-3	2	0.1	-6	-0.2	-0.6	-5	-3	5	-12
CCCc1cc(N2CCN(c3ccccn3)CC2)n2nc(C)c(-c3ccccc3)c2n1	6	6	5.0	0	0.3	-1.0	2	-7	0	0
CC(C)C[C@H]1CN([C@@H](Cc2ccccc2)CN2CCC[C@@H]2CN2C(=O)C(=O)NC[C@@H]2Cc2ccc(O)cc2)C(=O)C(=O)N1CC1CCCCC1	1	7	1.1	-1	4.8*	-0.4	11	-7	4	·
CCOC(=O)c1c(NC(=O)c2ccc(N3C(=O)[C@@H]4[C@H](C3=O)[C@H]3C=C[C@@H]4C3)cc2)sc2c1CC(C)CC2 (stereo partly drawn)	5	6	1.0	-1	-1.4	-0.8	1	-1	-1	-9
CCC(=O)N1CCc2cc(S(=O)(=O)CCC(=O)N(C)c3ccc(OC)cc3OC)ccc21	0	0	-1.6	3	0.2	-0.1	-2	-2	-1	-5
CCN1C(N(C)CCc2cccs2)=N[C@@H](c2ccccc2)C(C(=O)OC)=C1C	-8	-1	-0.8	-26	-1.3	0.2	0	-2	0	17
CCCCN(C)C(=O)c1ccc2c(c1)N(CC)C(=O)c1ccccc1S2(=O)=O	-7	0	-3.3	9	-0.8	-0.2	1	-2	4	-6
C#Cc1ccc([C@H]2C=C(C(=O)N3CCOCC3)O[C@@H](OCc3ccc(CO)cc3)C2)cc1	-14	-3	-1.5	3	0.2	0.0	-6	-6	-3	2
O=c1c2ccccc2nc(N/N=C/c2ccc(O)cc2)n1O	-1	2	-0.5	16	2.1	-0.7	0	0	-3	-7
COc1ccc(S(=O)(=O)N(C)CC(=O)NCc2ccco2)cc1	-13	0	-1.3	2	-0.5	-0.3	3	0	2	-3
Cc1ccc(S(=O)(=O)N2CCN(C(=O)c3ccccn3)CC2)cc1	-1	-3	-1.4	11	-0.9	-0.5	0	-4	-1	16
O=S1(=O)CC(N2CC=CC2)CN1Cc1cn(Cc2cccc(C(F)(F)F)c2)nn1 (stereo not drawn)	-2	·	-0.6	4	0.7	-1.3	1	-8	·	·
CCOc1ccc(/C=N/NC(=O)c2nnn(-c3nonc3N)c2-c2ccc(OCC)cc2)cc1	-4	1	-0.1	4	-0.5	-0.9	-2	-6	2	1
CCN(C(=O)COC(=O)COc1ccc2c(C)cc(=O)oc2c1)C1CCS(=O)(=O)C1 (stereo not drawn)	0	-1	-0.5	-10	1.7	-1.1	0	-4	3	0
COc1ccccc1NC(=O)c1ccc(NC(=O)CN(C)Cc2ccccc2F)cc1	-6	-4	0.7	-8	1.1	-0.4	2	-7	-6	-1
C=CCN(c1ccccc1)S(=O)(=O)c1cccc(C(=O)N2CCN(c3ncccn3)CC2)c1	2	0	1.4	-8	-0.6	0.0	0	-2	-2	-2
O=C(Nc1ccc2nc3n(c(=O)c2c1)CCCCC3)c1cc([N+](=O)[O-])ccc1F	-3	5	0.7	10	2.6	0.3	-8	-1	16	-2

Look-ups from the entries so far.
CC(C)C[C@@H](CO)N1CCN(CCc2ccccc2)CCC1=O in DNMT1 block shows 6
COc1ccc(N2CCN(CC(=O)Nc3ccc(-n4cnnn4)cc3)CC2)cc1 in TbMetRS inhib shows -0.3

Next part
SMILES	E coli Lon inh	STEP inh	LMPTP block	CendR NRP1 mod	MsrA inh	TbMetRS inhib	SUMO1-SIM PPI	MsrA act	DNMT1 block	Scp-1 inhibitor
Cc1ccc(C(C)(C)C)cc1S(=O)(=O)Nc1cccc(S(=O)(=O)NC2=NCCC2)c1	-6	-3	-0.4	9	0.1	-0.6	5	-8	-3	-2
O=C(Nc1ccccc1C(=O)O)c1cccc(F)c1	4	-3	-2.3	-6	0.5	-0.6	4	-2	0	-9
O=C(COC(=O)c1ccccn1)Nc1ccccc1OC(F)F	-9	0	-0.6	14	-1.2	-0.6	-1	3	-5	-2
CC(Oc1ccccc1)c1ccnc(N)n1 (stereo not drawn)	-3	-7	-0.3	7	1.9	-0.1	0	-5	-2	-1
CCc1ccccc1N(CC(=O)N1CCN(c2ccc(F)cc2)CC1)S(C)(=O)=O	1	2	0.2	0	0.9	-0.2	1	-3	-2	-4
COc1ccc(N2C(=O)C(Cl)=C(NCc3ccccc3)C2=O)cc1	5	0	0.9	11	0.8	-0.1	-26	-11	-7	-20
O=C(COc1ccccc1Cl)NCCNC(=O)c1cnccn1	5	2	-0.1	-6	-0.9	-0.7	8	-8	-2	-4
CN(CCc1ccccn1)C(=O)CCC1CCCN(C(=O)NC2CCCCC2)C1 (stereo not drawn)	-7	2	-1.7	-6	-0.6	-0.6	3	-2	1	4
COc1cc(/C=N/NC(=O)C(N)=O)ccc1OC(=O)c1cccs1	1	-7	0.7	-16	2.6	-0.9	-3	-2	-4	-6
CC1CCN(C(=S)Nc2ccc(F)cc2)CC1	-8	4	-0.5	-3	2.0	-0.3	-1	-3	4	17
Cc1ccc(NC(=O)CN2C(=O)NC3(CCCCC3C)C2=O)cc1S(=O)(=O)N1CCCCC1 (stereo not drawn)	-2	-4	-0.2	10	-1.4	-0.7	-4	-9	-8	-3
CC(C)CC(NS(=O)(=O)c1cccc(C(=O)O)c1)C(=O)O (stereo not drawn)	-6	1	0.4	-6	-0.2	-0.6	-2	-1	0	2
NCCSSCCN	-8	-4	-7.7	-6	-0.3	-0.6	4	7	4	-9
CCCCNC(=O)C1(C)CCN1C(=O)c1cc(OC)ccc1Br (stereo not drawn)	-2	-1	0.0	1	0.3	-0.2	1	-1	-1	·
CCCCn1c(N)c(N(CC)C(=O)C2CCCC2)c(=O)[nH]c1=O	-5	-1	-0.6	2	1.4	-0.3	4	-4	3	-13
Cc1cc(Cl)c2oc(C(=O)N(C)CCc3cnn(C)c3)c(C)c2c1	4	1	0.0	7	-1.1	0.1	0	0	-1	-9
